Source: PubChem (Broad Institute)
RAD52 inh: RAD52 DNA annealing inhibitors, primary screen, biochemical, FRET, single point, set 2; DNA repair protein RAD52 homolog (Homo sapiens), P43351; recombinant RAD52 DNA annealing, FRET fluorescence; inhibition, % at 18.7 µM; hit rate 0.46% among 360,000; AID 651710, 2012;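 active means every replicate showing at least 50% inhibition; inconclusive means mean inhibition at least 50% but not in every replicate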
Target sequence (P43351 whole entry, looked up): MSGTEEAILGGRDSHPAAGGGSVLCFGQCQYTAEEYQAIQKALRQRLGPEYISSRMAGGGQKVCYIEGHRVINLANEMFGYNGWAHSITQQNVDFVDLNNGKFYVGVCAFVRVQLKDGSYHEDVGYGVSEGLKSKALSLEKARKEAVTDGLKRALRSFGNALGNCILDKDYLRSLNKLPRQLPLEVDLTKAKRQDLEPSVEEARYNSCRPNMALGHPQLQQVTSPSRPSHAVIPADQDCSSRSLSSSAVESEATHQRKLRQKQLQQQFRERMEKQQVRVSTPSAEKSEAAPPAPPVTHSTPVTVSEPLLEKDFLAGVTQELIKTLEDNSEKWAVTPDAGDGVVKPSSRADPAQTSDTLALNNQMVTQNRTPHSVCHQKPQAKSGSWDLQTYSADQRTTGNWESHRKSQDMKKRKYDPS
E-selectin induc: E-selectin induction in HUVECs, primary screen, imaging, HUVEC, immunofluorescence imaging, single point; hit rate 0.37% among 260,000; normalized: neutral wells 0, TNF-alpha wells 100; activation, % at 7.58 µM; P16581;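 active means mean E-selectin-positive cell signal at least 10% of the positive control, reached in at least 60% of replicates, without over 20% cell loss; inconclusive means no rule given, readout overlaps actives, possibly toxicity-flagged; inactive means the rest, including those meeting only one limit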;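 further: in these data hits start at about 27%; measured in HUVEC primary endothelial cells; signal is the percent of cells scored E-selectin positive by PE staining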
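Test system – human umbilical vein endothelial cells (HUVEC), E-selectin induction · Input – 3,000 HUVEC seeded per well · Buffer or medium – EGM-2, gelatin · Compound dosing – single-point compound dose · Detection – immunofluorescence imaging · Measure – percent E-selectin-positive cells · Controls – TNF-alpha high, DMSO low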
RAD54 inh: inhibitors of human RAD54 branch migration, primary screen, biochemical, fluorescence, single point. RAD54 Holliday junction branch migration, FAM/BHQ fluorescence. inhibition, % at 10.4 µM. DNA repair and recombination protein RAD54-like (Homo sapiens), Q92698. AID 602329, 2012. hit rate 0.14% among 360,000;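 active means mean normalized replicate activity at least 40 and at least half of replicates scoring 40 or more; inconclusive means only one of the two criteria met; inactive means mean below 40 and under half of replicates reaching 40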;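 further: 0% = median of neutral control wells and 100% = median of positive control wells; inhibitors cause a drop in the FAM fluorescence signal; in these data hits start at about 50%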
INS-1E GSIS act: GLuc luminescence reporter in INS-1E cells, primary screen for activators of glucose-dependent secretion of insulin; activation, % at 16.6 µM; INS-1E GLuc reporter insulin secretion, 2-3 h; hit rate 0.61% among 370,000;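 active means lowest replicate activation of at least 40%, so every replicate reaches that level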;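 further: 0% = median of neutral control wells and 100% = median of IBMX positive control wells; some compounds called inactive have numbers as strong as hits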
F508del corr: F508del CFTR correction, initial screen, CFBE line, single point; hit rate 0.36% among 350,000; activity (quench increase), % at 7.58 µM; CFBE cells, YFP halide quenching; stimulated with forskolin plus potentiator P3; % fluorescence drop versus neutral controls;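 active means mean added fluorescence quench of at least 8% versus neutral control, with both replicates also reaching 8%; inconclusive means only one of the mean or replicate conditions met; inactive means mean below 8% and not both replicates reaching 8%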;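 further: cells transiently co-express mutant CFTR-F508del with the halide-sensitive YFP; corrector assay measuring rescue of mutant channel to the surface after 24 h compound exposure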
DENV2 CPE rescue: inhibitors of DENV2 cytopathic effect, primary screen, cell-based, plate reader, single concentration | DENV2-infected cells, cytopathic effect rescue | CPE inhibition, % at 9.99 µM | hit rate 1.7% among 350,000 | AID 651640, 2012; in the data active means CPE inhibition above about 20%, passing the limit was not always enough; inconclusive means no clear call, values can overlap the other calls; tested in BHK-21 cells;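 further: 0% = median of neutral control wells and 100% = median of positive control wells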
XiGFP reactiv: activators of inactive X chromosome reactivation, primary screen, imaging, XiGFP fibroblasts, GFP high-content imaging, set 2. XiGFP mouse fibroblasts, % GFP-positive cells imaging, 3 d; cells co-treated with 5-aza-dC sensitizer; scaled so ellipticine positive control = 100%. hit rate 0.055% among 360,000. activation, % at 7.58 µM;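 active means mean normalized replicate activation at least 10% and every replicate at or above 10%; inconclusive means only one of the two criteria met; inactive means mean below 10% and not all replicates reach 10%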;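 further: 0% = median of on-plate neutral control wells and 100% = ellipticine 6 µM median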
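Assay system – SV40-immortalized XiGFP fibroblast cells, line 68-5-11 · Buffer or medium – DMEM supplemented with 5-aza-dC as sensitizing agent · Dosing – one concentration, pinned · Benchmarks – positive control ellipticine, 6 µM final · Times – 3 days compound exposure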
CASP6 VEID inh: human caspase-6 inhibitors, primary screen, biochemical, VEID-R110 fluorescence, single point, set 2; P55212; purified caspase-6, Z-VEID-R110 cleavage fluorescence; inhibition, % at 12.5 µM; hit rate 0.53% among 350,000; AID 686996, 2013;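 active means mean inhibition across replicates at least about 35%, with every replicate also reaching that limit, limit read from the data; inconclusive means only one of the two criteria met; inactive means neither criterion met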;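 further: 0% = median of neutral control wells and 100% = no fluorescence left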
Target sequence (P55212 24-179 limits assumed): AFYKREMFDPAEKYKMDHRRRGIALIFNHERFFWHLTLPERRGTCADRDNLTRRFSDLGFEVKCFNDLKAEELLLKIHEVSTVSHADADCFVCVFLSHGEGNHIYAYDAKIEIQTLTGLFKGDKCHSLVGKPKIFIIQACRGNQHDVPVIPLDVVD
Target sequence (P55212 194-293 limits assumed): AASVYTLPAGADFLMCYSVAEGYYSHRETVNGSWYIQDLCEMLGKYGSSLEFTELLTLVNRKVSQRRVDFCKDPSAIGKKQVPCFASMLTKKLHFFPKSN
* marks the source's active call; other numbers are inactive results; u = inconclusive; x = not tested or not shown.

SMILES	RAD52 inh	E-selectin induc	RAD54 inh	INS-1E GSIS act	F508del corr	DENV2 CPE rescue	XiGFP reactiv	CASP6 VEID inh
O=C(NC1CC1)c1ccc2c(c1)S(=O)(=O)c1cc(Cl)ccc1C2=O	-9	-0.1	x	12	-1.8	-12	-0.3	-1
Nc1ccn(CC(=O)N[C@H](CO)Cc2c[nH]c3ccccc23)c(=O)n1	-7	0.2	2	5	-3.8	-8	-0.1	-4
O=C([C@H](O)c1ccccc1)N1CCC[C@H]1CO	7	x	x	18	1.1	4	0.0	-2
COc1ccc(NC(=S)NC(=O)c2cncc(Br)c2)c(OC)c1	-6	0.0	-4	7	2.1	3	-0.1	-4
O=C(/C=C/c1ccc(Cl)cc1)N1CCOCC1	1	-0.1	-5	-1	0.0	-2	0.3	11
Cc1cccc(N=C2NC(=O)/C(=C/c3cccn3C)S2)c1	-27	0.0	x	x	-0.6	3	0.0	-1
COc1ccc(C(CC(=O)O)c2cc(OC)c(OC)c(OC)c2)cc1OC (centres undefined)	0	-0.1	x	11	3.1	-4	0.7	-1
CCSc1nnc(NC(=O)C2CC(=O)N(Cc3ccc(C)cc3)C2)s1 (centres undefined)	-5	x	1	27	-1.5	1	-0.1	2
Cc1cccc(NC(=O)CSCC(=O)N=c2sccn2C)c1	1	3.9	4	9	-1.8	6	0.0	8
CC(=O)N[C@H]1CC[C@H](CCNC(=O)Nc2ccc(C(F)(F)F)cc2)O[C@H]1CO	8	-0.5	0	-29	-0.8	4	0.2	-4
C[C@@H]1CCCCO[C@@H](CN(C)S(=O)(=O)c2ccc(F)cc2)[C@H](C)CN([C@@H](C)CO)C(=O)c2cc(NS(=O)(=O)c3ccc(Cl)cc3)ccc2O1	-13	0.0	-2	-7	-3.2	15	0.0	2
COc1ccc(S(=O)(=O)N2CCCCC2)cc1NS(=O)(=O)c1ccccc1	5	0.7	-8	16	2.2	-7	0.0	-6
C[C@H]1CN([C@@H](C)CO)C(=O)c2cc(C#CC(C)(C)O)cnc2O[C@H]1CN(C)C(=O)CN(C)C	-10	-0.2	0	6	-1.0	-13	0.2	1
C/C=C/c1ccc(OCC(O)CNCC(c2ccc(OC)cc2)N(C)C)c(OC)c1 (centres undefined)	11	0.4	-3	-14	1.0	-1	0.2	-44
CCCC1(CC)C(=O)NC(=O)N=C1N (centres undefined)	-3	0.0	6	3	0.7	0	0.0	-1
O=C(CSc1ccccc1C(=O)N1CCN(c2ccccc2)CC1)N1CCCC1	-5	x	-10	-11	1.9	6	0.1	-1
CCN(C[C@H]1N[C@@](CC)(C(=O)OC)[C@H]2C(=O)N(C)C(=O)[C@@H]12)S(=O)(=O)c1ccc(C)cc1	-16	0.1	4	x	2.0	-1	0.0	3
Cc1ccc(S(=O)(=O)N(CC(=O)Nc2cccnc2)c2cccc([N+](=O)[O-])c2)cc1	-22	0.0	-5	-23	0.0	0	-0.1	2
CCC1CCC/C1=N\NC(=O)c1cc(C)[nH]n1 (centres undefined)	4	x	7	22	x	4	x	0
Oc1ccc(Br)c(CN2CCN(c3ncc(Cc4ccccc4)cn3)CC2)c1	-11	-1.4	x	11	-1.7	0	x	-1
CC(C)(C)NC(=O)C(=O)NNC(=O)c1ccccc1Br	-9	x	x	2	1.3	9	0.0	-1
CCc1nc2c(OCC(=O)N3CCOCC3)cccn2c1N(C=O)Cc1ccccc1	-8	1.0	-3	-2	0.5	2	0.0	5
C/C(Cn1cnc([N+](=O)[O-])n1)=N/NC(=O)COc1ccccc1Cl	1	x	x	7	-1.6	-8	0.0	2
C=CCNC(=O)c1onc(CSc2cc(C)cc(C)c2)c1C(=O)NCC=C	x	0.0	-8	-27	0.3	x	0.0	x
COCC(=O)N(C)C[C@@H]1Oc2cc(-c3ccncc3)ccc2S(=O)(=O)N([C@H](C)CO)C[C@H]1C	-4	0.0	-3	11	0.0	-8	-1.0	3
O=[N+]([O-])c1cc(C(F)(F)F)ccc1NCCCN1CCOCC1	-7	x	x	-2	4.5	-7	0.3	-4
N#Cc1ccccc1/C=N/Nc1nc(-c2ccccc2)c2cc(Cl)ccc2n1	-4	x	-9	6	x	x	x	-2
COc1cc(OC)cc(C(=O)OCC(=O)N(C)c2ccccc2)c1	-24	1.0	0	0	-1.4	3	0.0	-2
COc1ccc(-c2ccc([C@H]3[C@H](CO)N4CCCCN(C(=O)NC(C)C)C[C@@H]34)cc2)cc1	2	-0.2	5	-14	0.1	40*	0.0	-4
O=S(=O)(c1ccc2c(c1)OCCO2)N1CCN(c2nc3ccccc3s2)CC1	-24	x	7	2	2.2	u	x	-5
OCC1(CCCc2ccccc2)CCN(Cc2cc(F)ccc2F)CC1	-11	x	4	-6	0.3	-4	0.3	-2
O=c1oc2ccc(Cl)cc2nc1/C=C(\O)c1cccs1	-253	-3.8	x	2	-1.7	2	0.0	-1
COc1ccccc1-c1cnc(C(O)c2ccc(SC)cc2)[nH]1 (centres undefined)	-15	0.0	-7	x	-0.3	1	0.0	2
COc1ccc2sc(NCc3ccccc3)nc2c1	4	x	-6	-4	-3.6	-1	0.1	-5
Cn1ccnc1SCC(=O)Nc1cccc([N+](=O)[O-])c1	0	x	3	6	-2.0	10	0.1	-1
Cc1ccccc1CNCCCSc1ncccn1	1	x	5	6	0.4	-2	0.2	-55
CC(C)C#Cc1ccc([C@@H]2[C@@H](CO)N3CCCCN(C(=O)Nc4ccccc4)C[C@@H]23)cc1	3	-0.2	7	-27	-1.3	0	0.1	-1
C[C@@H]1CN([C@H](C)CO)C(=O)c2cc(NC(=O)Nc3ccccc3)ccc2O[C@H]1CN(C)S(=O)(=O)c1cn(C)cn1	-9	0.0	2	30	2.6	5	-0.1	-11
CCOC(=O)C(C)Sc1nnc2c3ccccc3n(C)c2n1 (centres undefined)	2	0.3	-6	6	0.7	9	0.1	1
CC(C)NC(=O)Nc1ccc2c(c1)C(=O)N([C@H](C)CO)C[C@H](C)[C@@H](CN(C)C(=O)Nc1cccc3ccccc13)OCCCC[C@H](C)O2	5	-0.2	7	-2	-2.2	6	0.0	-1
Cc1ccc(C)c(OCCC(=O)Nc2ccc3c(c2)OCO3)c1	-9	x	9	-15	1.7	-11	7.4	1
CC(C)NC(=O)N1C[C@@H]2[C@H](c3ccccc31)[C@@H](CO)N2C(=O)Nc1ccc(F)cc1	-6	0.0	-1	-3	-2.3	-4	0.0	1
COc1ccc(S(=O)(=O)NNC(=O)c2sccc2-n2cccc2)cc1	-7	-1.6	1	6	-0.5	-3	0.0	1
CO[C@@H]1CN(C)C(=O)c2cc(NS(=O)(=O)c3ccc(Cl)cc3)ccc2OC[C@H](C)NC[C@@H]1C	-23	0.2	-9	5	1.1	-4	0.1	2
COc1cc(CNCc2cccnc2)ccc1OCc1ccccc1	-1	x	8	8	0.4	11	0.3	-10
O=C(Nc1c(C(=O)Nc2cccc3ccccc23)cnn1-c1ccccc1)c1ccco1	7	x	-3	-25	x	x	x	0
COC(=O)[C@@]12CCCN1[C@H](c1ccc(SC3CCCCC3)cc1)[C@H]1C(=O)N(C)C(=O)[C@H]12	-38	0.1	-10	-28	1.5	28*	-0.7	4
C[C@H]1CN([C@@H](C)CO)C(=O)Cc2cc(NC(=O)Nc3ccc4c(c3)OCO4)ccc2O[C@H]1CN(C)C(=O)NC1CCCCC1	2	-0.3	5	-21	1.4	-2	-0.5	x
COc1cccc(NC(=O)C[C@H]2CC[C@@H]3[C@@H](COc4ccc(NC(=O)C5CCCC5)cc4C(=O)N3C)O2)c1	4	-0.3	x	-3	-2.5	15	0.0	1
COc1cc(/C=N/NC(N)=S)ccc1OCC(=O)N1CCOCC1	-6	x	2	9	3.3	x	0.1	3

Five entries from above, with two lines to a compound:
Values run as follows: RAD52 inh	E-selectin induc	RAD54 inh	INS-1E GSIS act	F508del corr	DENV2 CPE rescue	XiGFP reactiv	CASP6 VEID inh
CC(=O)N[C@H]1CC[C@H](CCNC(=O)Nc2ccc(C(F)(F)F)cc2)O[C@H]1CO
  8	-0.5	0	-29	-0.8	4	0.2	-4
C[C@@H]1CCCCO[C@@H](CN(C)S(=O)(=O)c2ccc(F)cc2)[C@H](C)CN([C@@H](C)CO)C(=O)c2cc(NS(=O)(=O)c3ccc(Cl)cc3)ccc2O1
  -13	0.0	-2	-7	-3.2	15	0.0	2
COc1ccc(S(=O)(=O)N2CCCCC2)cc1NS(=O)(=O)c1ccccc1
  5	0.7	-8	16	2.2	-7	0.0	-6
C[C@H]1CN([C@@H](C)CO)C(=O)c2cc(C#CC(C)(C)O)cnc2O[C@H]1CN(C)C(=O)CN(C)C
  -10	-0.2	0	6	-1.0	-13	0.2	1
C/C=C/c1ccc(OCC(O)CNCC(c2ccc(OC)cc2)N(C)C)c(OC)c1 (centres undefined)
  11	0.4	-3	-14	1.0	-1	0.2	-44

Additional compounds follow:
SMILES	RAD52 inh	E-selectin induc	RAD54 inh	INS-1E GSIS act	F508del corr	DENV2 CPE rescue	XiGFP reactiv	CASP6 VEID inh
COc1ccc(OCC(=O)Nc2c3c(nn2C(C)(C)C)CSC3)cc1	-19	-1.6	x	-6	1.4	x	0.3	2
CC=Cc1ccc2n(c1=O)C[C@H]1[C@H](CO)[C@@H](C(=O)NCCc3cn(C)cn3)N(C(=O)C3CCC3)[C@@H]21 (mixture of isomers)	4	-0.2	-5	9	x	8	0.3	-4
C[C@H]1CCC[C@]2(O[C@H](CCO)C[C@H](O)[C@H]2O)O1	8	0.0	-1	-3	0.2	6	0.4	-1
CCN(CC)CCCNC(=O)CNC(=O)c1nn(-c2ccc(OC)cc2OC)c(=O)c2ccccc12	-36	-0.1	-7	8	-1.4	6	-0.3	0
CCN(CC)S(=O)(=O)c1cccc(C(=O)NNC(=O)c2ccc3[nH]c(=O)c(=O)[nH]c3c2)c1	-6	x	4	11	-1.4	-5	0.2	-3
Cc1ccc(S(=O)(=O)/N=C/c2cc(Br)ccc2O)cc1	-9	0.0	x	26	-1.1	-1	0.0	4
CCN1CCN(S(=O)(=O)c2ccc(Cl)c(C(=O)N(C)Cc3ccccc3)c2)CC1	-9	0.1	6	-14	-0.7	-8	0.2	-3
COc1ccc(CN2CCN(CCSc3ccc(C)cc3)CC2)c(OC)c1OC	-120	x	-2	1	2.0	12	0.1	-2
CN(CCc1ccccn1)C(=O)CCC1CCCN(C(=O)c2c3c(nn2C)CCCC3)C1 (centres undefined)	-24	x	x	-1	0.7	7	0.1	0
O=c1c2ccccc2ncn1-c1ccc(Cl)cc1Cl	-11	0.2	-12	-11	0.1	-5	0.1	2
C[C@@H]1CN([C@@H](C)CO)C(=O)c2cc(NS(=O)(=O)c3ccc(F)cc3)ccc2O[C@@H](C)CCCCO[C@@H]1CN(C)C	-1	0.4	1	4	-1.9	-3	0.4	-1
